NTMT1 inhibitor – inhibitors of human N-terminal methyltransferase NTMT1. Q9BV86. NTMT1 MTase-Glo SAH luminescence, purified enzyme. Potency, µM (series often up to 114 µM), for the others: at the highest dose activity change, negative = inhibition, usual class: inhibitors. actives 2.5% (n = 59,000); active = well fitted inhibition curve with a large enough effect; inconclusive = small, poorly fitted or top-dose-only effect;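 also: plate controls were DMSO vehicle for no effect and no enzyme for full effect; nearly all actives have a fitted effect of over 65% in size; many of its hits are not listed in these tables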
Target sequence (Q9BV86 whole entry, looked up): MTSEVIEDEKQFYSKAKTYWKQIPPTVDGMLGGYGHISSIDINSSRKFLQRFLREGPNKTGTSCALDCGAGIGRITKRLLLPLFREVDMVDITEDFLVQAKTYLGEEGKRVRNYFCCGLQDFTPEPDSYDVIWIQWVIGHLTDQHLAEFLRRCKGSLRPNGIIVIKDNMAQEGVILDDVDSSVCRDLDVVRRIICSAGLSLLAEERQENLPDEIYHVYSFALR
* marks the source's active call; other numbers are inactive results; ? = inconclusive; [ ] = dose if it differs, or a comment. Potency is read from the fitted curve at half-maximal effect. A portion of the library (hit frequency here may not be typical).

SMILES	NTMT1 inhibitor
O=C(Nc1cc(C(F)(F)F)ccc1Cl)[C@H](O)CCc1ccccc1	1.6%
Cc1cc(NS(=O)(=O)c2cc3c(cc2N[C@@H](C)CO)NC(=O)CC3)ccc1F	-2.8%
Cc1ccc(S(=O)(=O)Nc2ccc(C(=O)Nc3nc(-c4ccccc4)cs3)cc2Cl)cc1	-0.6%
Cc1c(P(=S)(c2ccccc2)c2ccccc2)c2ccccc2n1C(=O)Cc1ccccc1	14.8%
Cc1cnc(-c2ccccc2C(C)C)nc1NCc1ccc(-c2nn[nH]n2)cc1	14.5%
O=C(Nc1cccc(C(F)(F)F)c1)c1cccs1	1.0%
O=C1CCc2cc(S(=O)(=O)Nc3ccc4ccccc4c3)ccc2N1	-3.3%
Oc1cc(NCCN2CCOCC2)cc2cccnc12	-1.3%[57.5 µM]
Cc1cc(-c2nnc3n2CCCCC3)c(C)n1-c1ccc(Br)cc1	-20.5%[57.5 µM]
N#Cc1c(-c2ccc(OCCOCCOCCN)cc2)no[n+]1[O-]	-1.9%
NC(=O)c1cnc2[nH]ccc2c1NC1C2CC3C[C@H]1CC(O)(C3)C2 (stereo partly specified)	-9.6%
O=[S+]([O-])(NCc1nccs1)c1ccc(Nc2nc(-c3ccccc3)cs2)cc1	-9.2%
Cn1ccc2cc(-c3ccc4ncnc(NCc5ccc6c(c5)OCO6)c4c3)ccc21	9.5%
Cc1ccccc1C(=O)N1CCc2cc(-c3nc(NC(=O)Cc4ccccc4)sc3C)ccc21	22.7%
O=C(OCC#CCSc1nnc(-c2ccc3ccccc3c2)o1)c1cccs1	8.1%
COc1ccc(C2c3ccc(OCc4ccccc4)cc3Oc3ncn(CCN4CCOCC4)c(=N)c32)cc1OC (stereo unspecified)	-3.1%
O=C(NC1CCCc2c1cnn2-c1ccc(F)cc1F)C1CC1 (stereo unspecified)	4.6%
N#Cc1nc(Nc2ccc(C(F)(F)F)cc2)nc(NC2CCCC2)n1	16.9%
O=C(OCC#CCSc1nnc(-c2ccc(Cl)cc2)o1)c1ccc(F)cc1	6.4%[57.5 µM]
Cc1cnc(-c2ccccc2C(C)O)nc1NCC1CCN(c2cccnc2)CC1 (stereo unspecified)	2.0%
Nc1ccc(CNc2ccc([S+](=O)([O-])Nc3nccs3)cc2)c(O)c1	?
Cc1ccc(OCCn2c(CCNC(=O)C3CCNCC3)nc3ccccc32)cc1	-2.6%[57.5 µM]
Cc1cc(C=CC#N)cc(C)c1Nc1nc(Nc2ccc3c(c2)CCC3)c2[nH]cnc2n1	-1.2%
N#Cc1c(-c2ccc(O)cc2)no[n+]1[O-]	-2.9%
Cc1cc(C)n2ncc(C(=O)Nc3ccc4c(c3)CCC4)c2n1	?

Next part; the last two above are carried over.
SMILES	NTMT1 inhibitor
N#Cc1c(-c2ccc(O)cc2)no[n+]1[O-]	-2.9%
Cc1cc(C)n2ncc(C(=O)Nc3ccc4c(c3)CCC4)c2n1	?
Cc1ccc(-c2nc3ccccc3s2)cc1NC(=O)c1ccc(-c2cccc(Cl)c2)o1	5.9%
C[C@]1(C(=O)N(CCCC(=O)O)Cc2cccc(Cl)c2)CCN1C(=O)c1csc2ccccc12	3.1%
O=C(O)CN1C(=O)/C(=C/c2ccc(-c3cccc(Cl)c3)o2)SC1=S	?
CCn1cnc2c(Nc3cccc(Cl)c3)nc(C#N)nc21	7.7%
Cn1c2cc(Br)sc2c2cnn(Cc3c(F)cccc3Cl)c(=O)c21	24.4%
CO[C@H]1/C=C/O[C@@]2(C)Oc3c(C)c(O)c4c(O)c(c5c(nc6cc(C)ccn65)c4c3C2=O)NC(=O)/C(C)=C\C=C\[C@H](C)[C@H](O)[C@@H](C)[C@@H](O)[C@@H](C)[C@H](OC(C)=O)[C@@H]1C	?
COc1ccc(CN(Cc2ccccc2)C(=O)c2ccc(OC)cc2O)cc1	-0.5%
Cc1cc(NC(=O)Nc2nnc(-c3cccnc3)s2)ccc1Cl	?
CN(C)c1cccc(-c2nccc(N3CCC(C(N)=O)CC3)n2)c1	-4.5%
CCCn1c(C)nc2c(NCCN3CCCCC3)nc(C)nc21	-0.9%
CC(C)(C)OC(=O)N[C@@H](Cc1ccc(O[S+](=O)([O-])c2cccc3cnccc23)cc1)C(=O)Nc1ccc(-c2ccccc2)cc1	14.5%
CC(=O)Nc1cccc(S(=O)(=O)N2CCN(S(=O)(=O)c3c(F)cccc3F)CC2)c1	14.7%
O=C(c1ccccc1O)N(Cc1cccs1)Cc1cccs1	-3.0%
Cc1cc(C)nc(NC(=S)N2CCN(c3ccc4c(c3)OCO4)CC2)c1	28.2µM*
COc1ccc(OC)c(-c2nnc3n2N=C(c2ccc(OC)c(OC)c2)CS3)c1	?
N#Cc1nc(NCC(F)F)nc(Nc2cc(F)cc(F)c2)n1	6.4%
CC(=O)N1CCN(c2ccc(NCc3ccco3)cc2)CC1	1.8%
COc1ccc(N2C[C@]34C=C[C@H](O3)C(C(=O)O)C4C2=O)cc1OC (stereo partly specified)	13.2%
CC(C)c1ccccc1-c1ncc(N)c(NCc2ccc(-c3cccnc3)cc2)n1	8.6%[57.5 µM]
O=C(Cc1ccccc1)Nc1ccc(S(=O)(=O)Nc2nccs2)cc1	3.7%[57.5 µM]
Cc1ccc(-c2cc(C(=O)Nc3cccc(S(N)(=O)=O)c3)c3ccccc3n2)cc1C	-3.2%
O=c1c2ccccc2nc2sc(Nc3cccc4ccccc34)nn12	?
O=C(Cn1cc(CNC(=O)C2CCCCC2)nn1)Nc1cc(C(F)(F)F)ccc1Cl	-28.0%[57.5 µM]
COc1ccc2nc(-c3cccc(F)c3)sc2c1	?
COc1ccc2ccccc2c1CN(C)CC(=O)Nc1ccc(N2CCOCC2)cc1	18.5%

Another view of some results above:
molecule: CC(C)(C)OC(=O)N[C@@H](Cc1ccc(O[S+](=O)([O-])c2cccc3cnccc23)cc1)C(=O)Nc1ccc(-c2ccccc2)cc1
  NTMT1 inhibitor = 14.5%

molecule: CC(=O)Nc1cccc(S(=O)(=O)N2CCN(S(=O)(=O)c3c(F)cccc3F)CC2)c1
  NTMT1 inhibitor = 14.7%

molecule: O=C(c1ccccc1O)N(Cc1cccs1)Cc1cccs1
  NTMT1 inhibitor = -3.0%

molecule: Cc1cc(C)nc(NC(=S)N2CCN(c3ccc4c(c3)OCO4)CC2)c1
  NTMT1 inhibitor = 28.2µM*

(continued)
SMILES	NTMT1 inhibitor
O=C(Nc1ccc(-c2cn[nH]c2)cc1)Nc1nnc(-c2ccncc2)s1	-24.7%[57.5 µM]
Cc1ccc(C)n1-c1cccc(-c2nn[nH]n2)c1	-26.9%[57.5 µM]
Cc1ccc(NS(=O)(=O)c2cccc(C#N)c2)c2[nH]cc(C#N)c12	12.7%
COc1cc(C)[nH]c(=O)c1CN1CCc2c(Cl)cc([C@H](OC)C3COC3)c(Cl)c2C1=O	9.2%
O=C1CCc2cc(S(=O)(=O)Nc3cccc(C(F)(F)F)c3)ccc2N1	?
Cc1cc2c(s1)c1cnn(Cc3c(Cl)cccc3Br)c(=O)c1n2C	12.9%
Cc1ccc(OCCn2c(CCNC(=O)c3ccc(Cl)cc3)nc3ccccc32)cc1	-28.1%
CN[C@@H](C)C(=O)N[C@H](C(=O)N1CCC[C@H]1C(=O)Nc1snnc1-c1ccccc1)C1CCCCC1	6.5%
O=C(Nc1cncc(NC(=O)c2cccs2)c1)c1cccs1	-4.9%
COc1ccc(-c2nnc3n2N=C(c2ccccc2OC)CS3)cc1OC	?
CCCn1c(C)nc2c(N(C)CCN(C)C)nc(C)nc21	4.0%
COc1cccc(C2c3c(ncn(-c4ccc(C(C)(C)C)cc4)c3=N)Oc3ccc4ccccc4c32)c1 (stereo unspecified)	1.9%[57.5 µM]
COc1ccc(C2c3c(ncn(CCN4CCOCC4)c3=N)Oc3ccc4ccccc4c32)cc1 (stereo unspecified)	-15.6%
COc1cccc(C2=Nn3c(nnc3-c3ccccc3OC)SC2)c1	-9.0%[57.5 µM]
O=C1Cc2cc(S(=O)(=O)N3CCN(c4ccc(O)cc4)CC3)ccc2N1	?
COc1cc(O)c(C(CC(=O)N2CC(C)NC(C)C2)c2ccc3c(c2)OCO3)c(OC)c1 (stereo unspecified)	-1.8%
Cc1ccc(CNc2ccc(N3CCNCC3)cc2)cc1	3.8%[57.5 µM]
COc1ccc(C2Nc3ccccc3C(=O)N2Cc2ccco2)cc1COc1cccc(NC(C)=O)c1 (stereo unspecified)	-15.0%
N#Cc1ccc(-c2ccc(CNc3ccc(N4CCC(C(F)(F)F)CC4)cc3)o2)cc1	-1.1%
N#Cc1ccc(-c2ccc(CNc3ccc(C4CCNCC4)cc3)o2)cc1	?
Cc1cc(NS(=O)(=O)c2ccc(NC(=O)Cc3ccc(Cl)c(C(F)(F)F)c3)cc2)no1	24.9%
Fc1cc(Nc2nc(-c3ccncc3)nc3ccccc23)ccc1OCC(F)(F)F	-5.1%
c1c[nH]c(C2CCN(c3ncc(-c4ccc5c(c4)OCCCO5)s3)CC2)n1	40.2%[activator]
CN(CC(=O)Nc1cccc(N2CCOCC2)c1)Cc1c(O)ccc2ccccc12	-12.4%
O=C1Nc2ccc(C(=O)c3ccco3)cc2/C1=C/c1cc(Cl)c(O)c(Cl)c1	3.98µM*
New compounds follow.
SMILES	NTMT1 inhibitor
Cc1cnc(-c2ccccc2C(C)C)nc1N(C)Cc1ccc(-c2cccnc2)cc1	7.2%
CCC[C@H](NC(=O)/C(C#N)=C/c1cccc(Br)n1)c1ccccc1	3.3%
O=C(O)c1ccc(O)c2ncc(-c3ccc(N4CCOCC4)cc3)cc12	9.7%
Cc1cccc(-c2nnc(C)n2CCCn2ccnc2)c1N	-0.4%
CCOC(=O)c1csc(NC(=O)c2ccncc2NS(=O)(=O)c2ccc(C)cc2)n1	?
Brc1ccc(-c2csc(N3CCC(c4nn[nH]n4)CC3)n2)cc1	-15.3%
CC(C)(c1ccc(OCC(O)CO)cc1)c1ccc(OCC(O)CCl)cc1 (stereo unspecified)	4.0%
O=S(=O)(NCC1CN(S(=O)(=O)c2ccc3c(c2)OCCO3)C1)c1c(F)cccc1F	4.0%
Cn1nnnc1Sc1ncnc2scc(-c3cccs3)c12	?
COCCN(CCOC)c1nc(C)nc2c1nc(-c1ccccc1)n2CCCN(C)C	6.7%
CC(C)(C)OC(=O)N1CCN(c2ccc(NCc3ccc(-c4ccc(C#N)cc4)o3)cn2)CC1	-13.8%
CN(CCOc1ccc(-c2ccc3c(c2)OCO3)cc1C(C)(C)C)CC(=O)O	-5.7%
O=C(NCCCc1cnc[nH]1)NCCCN(Cc1ccc(Cl)c(Cl)c1)c1ccc(Br)cn1	-15.2%
Cc1cc(-c2nnc3n2CCC3)c(C)n1-c1ccccc1	3.2%[57.5 µM]
O=C(O)c1cccc2c1C(=O)N(c1ccccc1)C2	-1.1%
COc1ccc(C2=Nn3c(nnc3-c3ccccc3OC)SC2)cc1	-7.6%[57.5 µM]
CCOc1ccc(-c2csc(N3CCC(C(N)=O)CC3)n2)cc1	-5.3%
CC(C)c1ccccc1-c1nc(NCc2ccc(-c3cccnc3)cc2)c2[nH]cnc2n1	11.0%
CC[C@H]1OC(=O)[C@H](C)C(=O)[C@H](C)[C@@H](O[C@H]2O[C@H](C)C[C@H](N(C)C)[C@H]2O)[C@](C)(OC)C[C@@H](C)C(=O)[C@H](C)[C@H]2N(CCCCn3cnc(-c4cccnc4)c3)C(=O)O[C@]12C	-3.7%
Cc1cnc(N2CCC(C(N)=O)CC2)nc1-c1cccc(N(C)C)c1	-3.4%
Fc1cc(Nc2nc(-c3ccncc3)nc3ccccc23)ccc1-c1ccc(F)c(F)c1F	-0.9%
Cc1ccnc(C(=S)N2CCN(c3cccc(C(F)(F)F)c3)CC2)c1	-1.6%
C/C(=C\c1csc(C)n1)[C@@H]1C[C@@H]2O[C@]2(C)CCC[C@H](C)[C@H](O)[C@@H](C)C(=O)C(C)(C)[C@@H](O)CC(=O)N1	10.2%
CCOC(=O)c1nnc(N[S+](=O)([O-])c2ccc(NC(=O)Cc3ccc(Cl)c(Cl)c3)cc2)s1	79.4µM*
FC(F)Oc1ccc(C2=Nn3c(nnc3-c3ccccc3C(F)(F)F)SC2)cc1OCC1CC1	?

3 structures already listed, arranged by number of heavy atoms, high to low.
SMILES	NTMT1 inhibitor
C/C(=C\c1csc(C)n1)[C@@H]1C[C@@H]2O[C@]2(C)CCC[C@H](C)[C@H](O)[C@@H](C)C(=O)C(C)(C)[C@@H](O)CC(=O)N1	10.2%
O=S(=O)(NCC1CN(S(=O)(=O)c2ccc3c(c2)OCCO3)C1)c1c(F)cccc1F	4.0%
Cn1nnnc1Sc1ncnc2scc(-c3cccs3)c12	?

(cont.)
SMILES	NTMT1 inhibitor
CC(=O)c1ccc(-c2ccc3ncnc(NCc4ccc(C)o4)c3c2)o1	?
O=C(O)CN1C(=O)N/C(=C\c2cccn2-c2ccc(P(=O)(O)O)cc2)C1=O	-3.2%
FC(F)(F)c1ccccc1-c1nc(NCc2ccc(-c3cccnc3)cc2)c2sccc2n1	8.8%[57.5 µM]
COc1cc(O)c(C(CC(=O)N2CCOCC2)c2ccc3c(c2)OCO3)c(OC)c1 (stereo unspecified)	?
Cc1cccc(-c2ccc3ncnc(NCc4cccs4)c3c2)c1	?
Cc1cc(=O)oc2cc(SC3=NS(=O)(=O)c4ccccc43)ccc12	?
O=S(=O)(Nc1nc(-c2ccccc2C(F)(F)F)nc2ccccc12)c1ccc(Br)cc1	8.8%
O=S(=O)(c1ccc(O)c2ncccc12)N1CCCCC1	15.3%[57.5 µM]
Cc1noc(C)c1-c1ccc2ncnc(NCC3CCCCN3C)c2c1 (stereo unspecified)	-2.1%
CCCN(CCC)C(=O)C1=Cc2ccc(-c3ccc(C(=O)N4CCCC4)cc3)cc2N=C(N)C1	-18.6%
